Myeloid diff 2 = induction of myeloid progenitor differentiation, primary screen, cell-based, flow cytometry, MLPCN library; actives 1% (n = 360,000); calls only at 10 µM; ER-HoxA9 myeloid progenitors, lysozyme-GFP differentiation;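 active = normalized GFP-positive differentiation at or above the plate's own cutoff, the solvent-only control mean plus 3 SD; inconclusive = no clear call, values can overlap the other calls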;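 note: cells exposed to compound for four days before flow analysis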
RSV CPE inhibition = RSV antiviral activity via CPE protection, HEp-2 cells, primary 10 µM value included (AID 2391). HEp-2 cells, RSV-induced CPE inhibition; higher % means a stronger effect. CPE inhibition, % at 10 µM; hits with a dose series show IC50 in µM. actives 0.13% (n = 310,000); in the data active = a potency from the dose series; inconclusive = CPE inhibition mostly from about 23% at the one dose, without a potency; inactive = the rest, 99 in 100 with CPE inhibition below about 21%; note: strong numbers were not always called active
Myeloid diff 2 GFP+ MAC1+ % = recorded beside Myeloid diff 2, whose call it bears; GFP+ MAC1+ double positive, %; measured here: differentiation confirmed by MAC1 staining
The depositor's hits bear a star; i = inactive; ? = inconclusive; nt = no result given. This is a subset; rates above refer to the full screens.

SMILES | Myeloid diff 2 | Myeloid diff 2 GFP+ MAC1+ % | RSV CPE inhibition
CC1CCN(c2ccc3c(c2)S(=O)(=O)c2cccc(C(=O)NCc4cccc(F)c4)c2C3=O)CC1 | i | 0.0 | -0.1%
NC(=O)c1ccccc1OCC(=O)Nc1cccnc1Cl | i | 0.6 | 0.1%
COc1ccc(CCNC(=O)COC(=O)CSc2ccc([N+](=O)[O-])cc2)cc1OC | i | 0.4 | 0.8%
COc1cccc(CN(C)C(=O)CCN=C2NS(=O)(=O)c3ccccc32)c1OC | i | 0.7 | 0.2%
Cc1cccc(N2CC(C(=O)NCC3COc4ccccc4O3)CC2=O)c1C (stereo not given) | i | 0.5 | 1.4%
CC(C)Oc1ccc(S(=O)(=O)N2CCOCC2)cc1NC(=O)C1CCCCC1 | i | 1.4 | 0.7%
COc1cccc(-c2ncc3ccccc3c2COC(=O)c2ccco2)c1 | i | 1.1 | 1.5%
CCN(C(=O)c1c(C)noc1C)c1c(N)n(Cc2ccccc2)c(=O)[nH]c1=O | i | 0.1 | 1.2%
CCOC(=O)C1=C(c2ccc(O)cc2)NC(=O)NC1C (stereo not given) | i | 0.3 | 2.0%
COc1ccc(CCNC(=O)Cc2ccc(NS(=O)(=O)c3ccc(F)cc3)cc2)cc1OC | i | 0.5 | 1.1%
Nc1cccc(C#Cc2ccc3c(=O)c4ccccc4oc3c2)c1 | i | 0.7 | 0.3%
Cc1noc(C)c1C(=O)NCC1COc2ccccc2O1 (stereo not given) | i | 0.3 | 1.6%
O=C(CCNS(=O)(=O)c1ccc(Br)cc1)NCC1CCCO1 (stereo not given) | i | 0.5 | 0.9%
O=C(COc1ccccc1[N+](=O)[O-])NCC1(N2CCCCC2)CCCCC1 | i | 0.6 | 0.9%
CC1(C)OC(C)(C)/C(=C\c2ccc(OCC(N)=O)cc2)C1=O | i | 0.8 | 1.6%
COc1cccc(-c2sc3ccc(OC)cc3c2C#CCCO)c1 | i | 0.4 | 11%
CC1(c2nnc(Cc3ccccc3)o2)CC(c2ccncc2)=NO1 (stereo not given) | i | 1.2 | 0.6%
COc1ccc(N2CCN(C(=O)c3cccc(S(=O)(=O)N4CCCc5ccccc54)c3)CC2)cc1 | i | 0.6 | 4.2%
CCOC(=O)c1ccc(-n2cccc2/C=C2\NC(=O)NC2=O)cc1 | ? | nt | 2.9%
C#Cc1ccc([C@H]2C=C(C(=O)O)O[C@@H](OCCCCO)C2)cc1 | i | 2.0 | 1.7%
Cc1noc(C)c1COc1ccccc1C(=O)N1CCN(S(=O)(=O)c2cccc([N+](=O)[O-])c2)CC1 | i | 0.5 | -0.2%
CC1CCN(c2ccccc2NC(=S)NC(=O)c2ccco2)CC1 | i | 0.3 | 4.6%
CC(NC(=O)COC(=O)c1ccc2c(=O)n3c(nc2c1)CCCCC3)c1ccccc1 (stereo not given) | i | 0.8 | 0.0%
O=C(COC(=O)c1ccc(N2CCCC2=O)cc1)Nc1ccccc1 | i | 1.0 | 0.5%
Cc1cc(C(C)(C)C)cc(C)c1COC(=O)CN1C(=O)NC2(CCCC2)C1=O | i | 1.0 | 0.4%
COc1cc(Cl)c(C)cc1NC(=O)COC(=O)c1ccc(CN2CCCC2=O)cc1 | i | 0.5 | 2.3%
Cc1cccc(COc2ccccc2C(=O)N(C)CC(=O)Nc2cccc(F)c2)c1 | i | 1.0 | 5.0%
Cc1cc(C)cc(NS(=O)(=O)c2ccc(NC(=O)c3ccccc3C(=O)O)cc2)c1 | i | 1.1 | 0.8%
O=C(Cn1ccccc1=O)Nc1ccc(Cl)c(S(=O)(=O)N2CCCCC2)c1 | i | 0.8 | 0.7%
CC(OC(=O)c1cc(=O)[nH]c2ccccc12)C(=O)N1C(C)CCCC1C (stereo not given) | i | 0.3 | 3.2%
CC1(C)C(=O)Nc2ccccc2N1C(=O)COc1cc(Cl)ccc1Cl | i | 0.0 | 0.1%
CCN(CC)CCCN1C=C2C(=O)C(C)(OC(=O)CCC(=O)OC)C(=O)C(Br)=C2C=C1c1ccc(OC)cc1 (stereo not given) | i | 1.0 | 1.2%
COC(C)(C)[C@@H](O)COc1c2ccoc2cc2oc(=O)ccc12 | i | 0.6 | 0.0%
Cc1ccc(NC(=O)COC(=O)Cn2ccc(C(F)(F)F)n2)cc1Cl | i | 1.0 | 1.6%
CC1CCCCC1NS(=O)(=O)c1ccc2c(c1)CCC(=O)N2 (stereo not given) | i | 0.4 | 1.3%
CCN(CC(=O)Nc1c(F)cccc1F)C(=O)CNC(=O)c1sc2ccccc2c1Cl | i | 0.3 | 0.9%
COc1ccccc1/C=C/C(=O)OCC(=O)Nc1c(C)nn(-c2ccccc2)c1C | i | 0.4 | 1.7%
Cc1ccc(NC(=O)CN2CCN(Cc3ccccc3)CC2)cc1Cl | i | 0.5 | 0.9%
Cc1ccc(S(=O)(=O)N2CCCCC2)cc1NC(=O)CNc1ccccc1N1CCCC1=O | i | 0.1 | 0.3%
CCN(CC(=O)Nc1ccc(NC(C)=O)cc1)C(=O)c1ccc(N2CCC(C)CC2)c([N+](=O)[O-])c1 | i | 1.1 | 1.2%
CC(C#N)(Cc1ccccc1)Nc1ccccc1 (stereo not given) | i | 0.3 | 1.3%
CCC(C)Sc1cc(-c2nc3ccccn3c2NC2CCCCC2)ccc1OC (stereo not given) | i | 1.9 | -4.0%
COc1cc(C)cc(OC)c1OCC(=O)Nc1cc(C)on1 | i | 0.9 | 0.8%
Cc1cccc(C)c1NC(=O)CN(C)C(=O)CC1CC2CCC1C2 (stereo not given) | i | 1.7 | 0.8%
Cc1ccc(C2(C)NC(=O)N(CC(=O)c3ccc4c(c3)OCCO4)C2=O)cc1 (stereo not given) | i | 1.1 | 2.3%
O=S(=O)(Nc1cc(S(=O)(=O)N2CCOCC2)ccc1NCC1CCCO1)c1ccc(F)cc1 (stereo not given) | i | 0.5 | 0.9%
CCOc1ccc(C(=O)OCC(=O)Nc2ccc3c(c2)OCCO3)cc1OC | i | 0.2 | 0.7%
Cc1cc(OCC(=O)NCCCN2CCOCC2)cc(C)c1Cl | i | 2.1 | -1.4%
O=C(O)CSc1ccc(S(=O)(=O)N2CCCC2)cn1 | i | 0.2 | 0.8%
CCOC(=O)[C@H]1[C@H]2COc3ccc(OC)cc3[C@@H]2N2C(=O)CN(Cc3ccco3)C(=O)[C@@]12C | i | 1.7 | -0.3%
Cc1noc(C)c1COc1ccc(C(=O)N2CCN(S(=O)(=O)c3ccccc3)CC2)cc1 | i | 0.3 | 2.2%
O=C(Cc1cccs1)Nc1ccc(-c2nnc(-c3ccccc3)o2)cc1 | i | 1.1 | 0.2%
Cn1c(CC(=O)NNC(=O)c2ccc(F)cc2F)nc2ccccc21 | i | 1.1 | 0.7%
CCn1c(SC(C)C(=O)Nc2ccc(N3CCOCC3)cc2)nnc1C1CC1 (stereo not given) | i | 0.7 | -0.4%
CCOC(=O)C1=C(O)/C(=C/c2cn(CC(=O)NCC3CCCO3)c3ccccc23)SC1=Nc1ccc(C)cc1 (stereo not given) | i | 1.8 | 0.6%
CC1(C)Cc2c(sc3ncn4nc(-c5ccco5)nc4c23)CO1 | i | 0.6 | 0.1%
Cc1cc(C)c2c(n1)nn1c(N3CCN(c4ccccc4C)CC3)cc(C)nc21 | i | 0.4 | 6.5%
COc1cccc(NC(=O)COC(=O)/C=C/c2c(C)nn(-c3ccccc3)c2C)c1 | i | 0.9 | -0.1%
CC(=O)N/C(=C\c1ccccc1)C(=O)OCC(=O)NC1CCS(=O)(=O)C1 (stereo not given) | i | 0.3 | 0.4%
Cc1cc(C)nc(SCC(=O)Nc2sc3c(c2C#N)CCC(C)C3)n1 (stereo not given) | i | 2.8 | 4.6%
(listing goes on)
SMILES | Myeloid diff 2 | Myeloid diff 2 GFP+ MAC1+ % | RSV CPE inhibition
Fc1cc(F)cc(-c2c(-c3ccccc3)ncc3ccc(F)cc23)c1 | i | 2.7 | -0.6%
CCCCCN(C(=O)COC(=O)c1ccc(C)cc1)c1c(N)n(CCCC)c(=O)[nH]c1=O | i | 0.6 | 0.0%
COc1ccc(CN2CCN(C(=O)c3ccco3)CC2)c(OC)c1OC | i | 0.5 | 1.6%
CC(=O)c1sc(NC(=O)CN2C(=O)CCC2=O)nc1C | i | 0.8 | 0.6%
CCC(NC(=O)CSc1nnnn1C1CC1)c1ccc(Br)cc1 (stereo not given) | i | 1.0 | -0.4%
COc1ccc(NC(=O)c2cc(-c3ccccc3)nc3c2cnn3C(C)C)cc1 | i | 1.1 | 1.1%
COc1ccc([C@H]2CC(=O)C=C(c3cccc(Cl)c3)C2)cc1OC | i | 1.0 | 9.8%
N#Cc1c(NC(=O)COC(=O)c2ccc(O)cc2O)sc2c1CCC2 | i | 0.5 | 5.7%
CCN(CC)S(=O)(=O)c1ccc(N2CCOCC2)c(NC(=O)C(C)Oc2ccc(F)cc2)c1 (stereo not given) | i | 1.9 | 1.9%
Cc1cc(C)cc(NC(=O)COC(=O)CCn2c(C)csc2=O)c1 | i | 0.2 | -0.1%
COc1ccccc1OCCNC(=O)c1ccccc1OCc1c(C)noc1C | i | 0.1 | -0.6%
CC(NC(=O)c1ccc(-c2ccccc2)cc1)C(c1ccccc1)N1CCOCC1 (stereo not given) | i | 0.2 | -0.2%
CCc1noc(C)c1C(=O)N(CC)CC(=O)Nc1cc(Cl)ccc1C | i | 1.8 | 0.6%
CC/C=C(\NC(C)=O)c1ccccc1 | i | 1.1 | 1.0%
CC(=O)c1ccc(S(=O)(=O)NCC2(N3CCOCC3)CCCCC2)cc1 | i | 0.5 | 2.1%
CC1CC(C)CN(C(=O)C(C)N(C)CC(=O)Nc2ccc(F)cc2)C1 (stereo not given) | i | 0.6 | -0.7%
Cc1nc(SCC(=O)N(C)C2CCS(=O)(=O)C2)c(C#N)c(C)c1C (stereo not given) | i | 0.3 | 1.6%
COc1cc(C(C)=O)ccc1OCC(=O)Nc1ccc2nc(C)sc2c1 | i | 0.7 | 0.2%
O=C(Nc1cccc(S(=O)(=O)Nc2ccc(Cl)cc2)c1)c1ccccn1 | i | 1.0 | 4.1%
O=c1[nH]c(Nc2ccccn2)cc2ccccc12 | i | 1.9 | 2.1%
Cc1ccsc1CN(C)C(=O)CN1C(=O)NC(c2ccccc2)(c2ccccc2)C1=O | i | 0.7 | 0.5%
CN(CC(=O)Nc1ccccc1Br)C(=O)c1ccc2c(=O)n3c(nc2c1)CCC3 | i | 0.4 | 1.7%
CCOC(=O)N1CCN(S(=O)(=O)c2ccc3c(c2)C(C)C(=O)N3)CC1 (stereo not given) | i | 0.8 | 0.0%
O=C(COC(=O)c1ccc(S(=O)(=O)N2CCCC2)cc1)Nc1ccc(Cl)cc1 | i | 1.2 | -0.2%

12 of the compounds above, in CSV form.
mol,Myeloid diff 2,Myeloid diff 2 GFP+ MAC1+ %,RSV CPE inhibition
CCc1noc(C)c1C(=O)N(CC)CC(=O)Nc1cc(Cl)ccc1C,i,1.8,0.6%
CC/C=C(\NC(C)=O)c1ccccc1,i,1.1,1.0%
CC(=O)c1ccc(S(=O)(=O)NCC2(N3CCOCC3)CCCCC2)cc1,i,0.5,2.1%
CC1CC(C)CN(C(=O)C(C)N(C)CC(=O)Nc2ccc(F)cc2)C1 (stereo not given),i,0.6,-0.7%
Cc1nc(SCC(=O)N(C)C2CCS(=O)(=O)C2)c(C#N)c(C)c1C (stereo not given),i,0.3,1.6%
COc1cc(C(C)=O)ccc1OCC(=O)Nc1ccc2nc(C)sc2c1,i,0.7,0.2%
O=C(Nc1cccc(S(=O)(=O)Nc2ccc(Cl)cc2)c1)c1ccccn1,i,1.0,4.1%
O=c1[nH]c(Nc2ccccn2)cc2ccccc12,i,1.9,2.1%
Cc1ccsc1CN(C)C(=O)CN1C(=O)NC(c2ccccc2)(c2ccccc2)C1=O,i,0.7,0.5%
CN(CC(=O)Nc1ccccc1Br)C(=O)c1ccc2c(=O)n3c(nc2c1)CCC3,i,0.4,1.7%
CCOC(=O)N1CCN(S(=O)(=O)c2ccc3c(c2)C(C)C(=O)N3)CC1 (stereo not given),i,0.8,0.0%
O=C(COC(=O)c1ccc(S(=O)(=O)N2CCCC2)cc1)Nc1ccc(Cl)cc1,i,1.2,-0.2%

(cont.)
SMILES | Myeloid diff 2 | Myeloid diff 2 GFP+ MAC1+ % | RSV CPE inhibition
O=C(O)/C(=C\c1ccco1)NC(=O)c1ccc(Br)o1 | i | 0.4 | 0.8%
O=C(O)c1cn(-c2ccccc2)nc1-c1ccc(Cl)cc1 | i | 0.5 | -1.2%
N#Cc1c(SCc2c(Cl)cccc2Cl)nc(N)[nH]c1=S | i | 0.6 | 1.5%
CCc1noc(C)c1C(=O)NNC(=O)COc1ccccc1C | i | 0.2 | 3.5%
CC1=C(C(=O)OCc2ccccc2)C(c2ccc3c(c2)OCO3)NC(=O)N1CCCC(=O)O (stereo not given) | i | 1.0 | 1.6%
O=C(OCC(=O)c1c[nH]c2ccccc12)c1cccc([N+](=O)[O-])c1 | i | 0.8 | 1.4%
CCN(CC)S(=O)(=O)c1cc(NC(=O)COC(=O)c2c(C)noc2C)ccc1C | i | 0.5 | 2.1%
C[C@@H](NC(=O)c1nc[nH]c1C(=O)OCc1ccccc1)c1ccccc1 | i | 1.5 | 1.0%
Cc1ccc2c(c1)C1CN(C)CCC1N2S(=O)(=O)c1ccc(C#N)cc1 (stereo not given) | i | 0.9 | 0.2%
Cc1ccc(/C=C/C(=O)OCC(=O)NC(=O)NCc2ccco2)cc1 | i | 1.2 | 1.1%
CC(C(=O)N1CCOCC1)c1ccccc1 (stereo not given) | i | 2.3 | 0.8%
O=C(COC(=O)/C=C/c1ccccc1)NCc1cccs1 | i | 0.2 | 2.5%

Screening data from PubChem.
